human PMI inhibition = inhibitors of human PMI, primary screen, biochemical, fluorescence intensity, coupled assay (AID 1209); purified PMI enzyme, coupled fluorescence intensity; higher % means a stronger effect; 190,000 tested, 0.42% active; one-dose inhibition, % at 20 µM; IC50 in µM for titrated hits;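 also: plate controls were DMSO vehicle for no effect and wells lacking substrate for full effect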
Autophagy mod = modulators of autophagy; 190,000 tested, 0.98% active; calls only at 10 µM (by protocol); MEF GFP-LC3 puncta imaging; test concentration mostly 10 µM;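 active = percentage of spot-positive cells more than 3 SD above its plate mean, without a fluorescence outlier flag or 80% toxicity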;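 also: spot-positive cell cutoff set from DMSO-treated cells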
b-catenin transl = alters nuclear translocation of beta-catenin in HeLa cells | 190,000 tested, 0.3% active | nuclear translocation activity, % at 5 µM | AID 1665 | immunofluorescence imaging;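 active = nuclear translocation activity above 50% at 5 µM, with a well cell count of 50 or more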;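 also: per-cell ratio of nuclear to cytoplasmic median beta-catenin stain intensity; plate controls were DMSO negative control for no effect and GSK-3 inhibitor IX positive control for full effect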
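Test system: human HeLa cells, native beta-catenin. Compound dosing: 5 µM primary single dose, 0.1% DMSO, 0.02–20 µM confirmation series. Incubation: compound exposure 24 h at 37°C. Detection: beta-catenin immunostaining with DAPI counterstain, 20x imaging, 6 fields/well. Read-out basis: Nuclear/cytoplasmic beta-catenin signal ratio, % activation.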
WT yeast gro inh = growth inhibition of WT yeast, mitochondrial fusion screen. mitochondrial fusion phenotypic screen, WT strain. inhibition, % at 10 µM. 190,000 tested, 2.1% active; in the data active = inhibition above about 58%; tested in S. cerevisiae
Insulin prom up = MIN6 insulin promoter up-regulation | MIN6 insulin promoter-GFP reporter, high-content imaging; stronger effect = higher value | z-score at 5 µM | 190,000 tested, 0.3% active;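 active = z-score above 3 at 5 µM with at least 500 cells counted in the well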
Dynein cargo inh = dynein cargo transport inhibition. 3617.4 mouse cells, GR-EGFP nuclear translocation imaging; test concentration mostly 20 µM; stimulated with dexamethasone, 1 µM; stronger effect = lower value. z-score, hits read low. 220,000 tested, 0.47% active;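 active = plate z-score of nuclear minus cytoplasmic receptor signal below a set negative limit, without overly bright fluorescence or cell loss, cut at about -3.5 in these data, passing the limit was not always enough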;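 also: z-score of nuclear minus cytoplasmic ring GR-EGFP intensity difference per well; some compounds called inactive have numbers as strong as hits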
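Also added: dexamethasone, 1.0 µM final. Medium: tet-free, stripped-serum medium. Detection: fixed, Hoechst-stained cells imaged at 10x for EGFP. Read-out: nuclear-to-cytoplasmic GR-EGFP distribution per well. Times: induction 48 h, compound 1 h, agonist 30 min.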
Yfh1-depleted yeast = mitochondrial function rescue without frataxin homolog – Friedreich's ataxia, plus single-dose screen, dose response (AID 1465); 220,000 tested, 0.074% active; S. cerevisiae Yfh1-off respiration, WST-1 reduction, 72 h; higher fold induction means a stronger effect; fold induction at 50 µM, or EC50 in µM where a hit was titrated;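 active = fold induction of absorbance versus untreated yeast above a set limit, then at least 30% activation at any dose in follow-up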;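 also: activators that raise dye reduction in frataxin-depleted yeast; strong numbers were not always called active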
PMI inhibition = human PMI inhibitors, high substrate, primary screen, biochemical, fluorescence intensity, high mannose 6-phosphate (AID 1220) | recombinant PMI enzyme, coupled fluorescence intensity; higher % means a stronger effect | inhibition, % at 20 µM, or IC50 in µM where a hit was titrated | 190,000 tested, 0.66% active
MT stabilizer = stabilizes microtubules in HeLa cells; HeLa tubulin immunostaining HCS, 24 h; share of cells brighter than vehicle mean+2SD; % tubulin-high responders, % at 10 µM; 200,000 tested, 0.83% active; AID 2205;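 active = plate Z-score above 3 for both tubulin-high and condensed-nucleus cell shares, with cell loss under 80%, at 10 µM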;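 also: anti alpha tubulin signal scored within the nucleus-defined area of each cell; some results filed as inactive read as strong as hits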
WT yeast gro inh mutant strain = recorded beside WT yeast gro inh, whose call it bears; inhibition, %; mitochondrial fusion phenotypic screen, mutant strain inhibition
Dynein cargo inh cytoplasmic EGFP = second read-out of Dynein cargo inh, no call of its own (marks repeat the call); z-score; measured here: cytoplasmic GR-EGFP intensity; stronger effect = higher value
Dynein cargo inh nuclear GR-EGFP = recorded beside Dynein cargo inh, whose call it bears; z-score; measured here: nuclear GR-EGFP intensity;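 lower value marks the stronger effect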
Dynein cargo inh cell count = second read-out of Dynein cargo inh, no call of its own (marks repeat the call); z-score; measured here: cell count per field
Insulin prom up cell count = further read-out of Insulin prom up, marked with its call; cell count; measured here: cytotoxicity, nuclei count;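 total cells summed across four imaged fields per well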
b-catenin transl cell count 5 µM = also measured in b-catenin transl; calls as there; cell count; measured here: cell count, cytotoxicity flag
MT stabilizer Hoechst-high % = also measured in MT stabilizer; calls as there; % Hoechst-high responders; measured here: nuclear condensation Hoechst responders;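 share of cells brighter than vehicle mean plus two SD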
MT stabilizer cytotoxicity % = also measured in MT stabilizer; calls as there; toxicity, %; measured here: cytotoxicity by cell density;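 0% = mean cell density of plate MIN control wells and 100% = no cells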
Autophagy mod cell loss 18 h = recorded beside Autophagy mod, whose call it bears; toxicity, %; measured here: cell loss, nuclei count;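 cell loss after 18 h compound exposure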
Numbers without * were called inactive; i = inactive; nt = no result given; + = active, no number. Rule as the data show it, unless noted: active = inhibition above about 50%; inactive = the rest.

smiles,human PMI inhibition,Autophagy mod,Autophagy mod cell loss 18 h,b-catenin transl,b-catenin transl cell count 5 µM,WT yeast gro inh,WT yeast gro inh mutant strain,Insulin prom up,Insulin prom up cell count,Dynein cargo inh,Dynein cargo inh cytoplasmic EGFP,Dynein cargo inh nuclear GR-EGFP,Dynein cargo inh cell count,Yfh1-depleted yeast,PMI inhibition,MT stabilizer,MT stabilizer Hoechst-high %,MT stabilizer cytotoxicity %
Cc1nn(C(C)(C)C)c(OC(=O)c2cccs2)c1S(=O)(=O)c1ccccc1,12%,i,-3,nt,nt,29,25,-0.16,1183,0.69,-0.29,0.48,0.36,i,12%,1.1,2.1,22
O=C(CCC(=O)OCc1ccc(C(=O)Oc2ccc(Cl)cc2)cc1)Nc1ccccc1,15%,i,14,0.7,1011,21,-1,2.4,1588,0.19,-0.18,0.0027,-0.45,i,8%,4.5,1.5,8.3
COc1ccccc1C1C([N+](=O)[O-])=CC([N+](=O)[O-])=CN1C (stereo unspecified),-11%,i,2,-2.6,564,-9,-19,0.05,1104,-0.66,-0.24,-0.7,0.3,i,2%,6.8,2.8,9.5
CCOC(=O)C(C(=O)OCC)[C@@H]1CS(=O)(=O)C[C@H]1C(C(=O)OCC)C(=O)OCC,5%,i,7,-7.6,1265,-12,-13,0.52,1342,0.51,-0.15,0.69,0.27,i,3%,3.1,3.0,6.5
O=C(Cc1cccs1)N(Cc1cccs1)C1(C(=O)NC2CCCCC2)CCCCC1,2%,i,4,-2.2,1198,39,32,-0.77,937,-0.08,-0.22,-0.095,1,i,-1%,1.3,1.2,16
COc1cc(Cl)c(C)cc1NC(=O)CN(C)Cc1cccc(OC)c1OC,10%,i,-5,-6.1,1020,59*,30*,3.4*,1008*,-0.12,-0.31,0.38,-1.2,i,8%,5.8,2.1,27
CCOC(=O)c1[nH]c(=O)[nH]c1CN(Cc1ccco1)Cc1[nH]c(=O)[nH]c1C(=O)OCC,4%,i,12,-1.9,1056,6,20,0.61,1464,-1.4,2,-0.29,0.44,i,0%,3.1,2.5,1.8
Cc1ccc2c(c1)C(C)CC(C)(C)N2C(=O)CN1CCN(C)CC1 (stereo unspecified),nt,nt,nt,-1.2,1296,nt,nt,-0.76,953,-0.76,-0.23,0.059,-0.19,i,nt,nt,nt,nt
O=C(c1cccc(Cl)c1Cl)N1CCN(c2ccccn2)CC1,-5%,i,-5,0.4,1007,-4,-1,0.27,1768,-0.59,-0.23,0.21,0.63,i,-2%,2.7,1.9,8.0
O=C(c1ccc(N2CCCCS2(=O)=O)cc1)N1CCN(c2ccc(N3CCOCC3)nn2)CC1,1%,i,1,-1.2,1133,-6,1,nt,nt,1.1,-0.2,0.68,0.19,nt,2%,2.8,2.0,6.6
O=C(c1cc(C2CC2)on1)N1CCN(c2ccc(F)cc2)CC1,10%,nt,nt,-1.4,1224,17,4,0.54,2059,-0.74,-0.1,-0.11,-0.44,i,8%,3.6,2.8,3.8
CC1CN(S(=O)(=O)c2cccc3nsnc23)CC(C)O1 (stereo unspecified),-1%,i,-1,-3.1,1151,-7,-3,0.42,1232,0.082,-0.23,-0.09,0.57,i,-1%,3.0,1.2,4.5
CCCc1cc(C(=O)NNC(=S)NCC)c2ccccc2n1,2%,i,6,-2.4,499,-12,-2,0.01,1147,-0.22,-0.31,-0.43,0.5,i,2%,1.3,3.2,5.5
Nc1nc(O)c(CC(=O)O)s1,nt,nt,nt,0.6,1071,nt,nt,-0.64,1486,-0.38,-0.26,-0.24,0.72,i,nt,nt,nt,nt
CCN(CC)CCCNc1oc(-c2cccc(Cl)c2)nc1C#N,3%,+,-3.7*,2.8,869,-11,-2,-0.9,874,2.5,0.71,1.7,-0.46,i,1%,2.5,0.0,65
Cc1ccc2c(CN3CCN(CCO)CC3)cc(=O)oc2c1C,6%,i,5,-1.3,1208,5,0,0.16,890,-0.56,-0.15,-0.079,0.43,i,3%,0.8,1.2,6.1
Cc1cc(NCCCO)n2c(nc3ccccc32)c1C#N,9%,i,-30,-2.7,553,-17,-22,-0.22,1345,-0.86,-0.29,0.066,1.1,i,37%,3.3,2.0,9.2
CCOC(=O)c1c(NC(=O)CSc2nnc(-c3cccnc3)n2Cc2ccco2)sc(C)c1C,14%,i,-13,-3.3,1065,0,13,-2.4,976,-0.9,-0.32,-0.3,-0.12,nt,25%,5.4,3.4,4.6
COc1ccc(Cl)cc1C(=O)Nc1ccc(Br)c(C)n1,15%,i,5,0.5,1476,-5,8,-0.56,1367,0.51,-0.32,0.68,-0.5,i,8%,3.4,2.3,8.4
O=C(COc1ccc(Br)cc1Cl)NC(=O)Nc1ccc2c(c1)OCCO2,2%,i,20,-2.7,977,-12,6,-0.26,1369,1.4,-0.27,0.98,-0.97,i,7%,9.8,1.3,8.3
CNC(=O)c1c(Cl)cnn1-c1ccc(F)cc1,18%,i,7,-1.8,1216,-1,0,-0.49,1423,-0.97,-0.14,-0.36,0.83,i,14%,1.0,0.8,1.6
O=C1C2C(C(=O)N1Cc1cccnc1)C1C=CC2C12CC2 (stereo unspecified),-1%,i,-6,nt,nt,9,-12,1.7,1359,0.75,-0.097,0.85,-1.8,i,-4%,2.6,1.9,6.9
O=C(CCN1CCOCC1)Nc1ccc2c(c1)CCC2,7%,i,-6,nt,nt,-13,-5,-0.36,1276,-0.33,0.14,-0.15,0.31,i,6%,3.6,2.4,3.3
CCOc1cc(Cl)c(NC(=O)CC)cc1OCC,5%,i,5,nt,nt,1,-18,0.69,1418,0.12,-0.27,-0.32,0.54,i,-2%,7.1,1.7,6.7
O=C(NCCc1ccccc1)C1CCC(CNc2c(N3CCCCC3)c(=O)c2=O)CC1 (stereo unspecified),-14%,i,-2,1.8,489,11,1,-0.71,921,0.89,-0.27,1.3,-0.33,i,-7%,3.1,1.6,7.6
CCCS(=O)(=O)N1CCN(CCN2C(=O)c3cccc4cccc(c34)C2=O)CC1,6%,i,0,0.9,979,9,-9,-1.6,1497,2.1,0.0094,1.8,-1.6,i,5%,2.1,2.2,10
Cc1cccc(C)c1NC(=S)N1CCCN(Cc2ccc(F)cc2)C1,-4%,i,17,0.3,1071,-10,-7,-1.2,1251,-0.96,-0.24,-0.58,0.94,i,12%,2.9,2.0,10
Cc1cc(Oc2ccc(-c3ccccc3)cc2)n2ncnc2n1,-6%,i,6,3.5,1108,-10,-18,-0.21,1031,-4.7*,0.45*,-1.7*,0.64*,i,1%,2.7,1.8,1.2
COc1ccc([N+](=O)[O-])cc1N(CC(=O)NC1CCCC1)S(C)(=O)=O,-2%,i,-63,-1.4,1075,14,2,-1.2,1620,0.34,0.054,0.19,-0.38,i,-1%,2.3,1.8,9.4
CCNc1nc(NC(C)C)nc(OCCNS(=O)(=O)c2cc(C)ccc2C)n1,5%,i,-1,-3.4,1024,-29,3,-0.65,1206,-0.12,-0.12,0.19,0.28,i,-5%,2.0,2.1,7.7
COc1ccc(C(=O)c2cc([N+](=O)[O-])ccc2N2CCCC2)cc1,9%,i,32,-4.4,547,-11,-4,0.38,929,0.089,-0.086,0.31,-0.028,i,9%,20*,48*,54*
O=C(CN1CCN(Cc2ccccc2)CC1)NC(=O)NC1CCCCC1,2%,i,30,-3.6,991,21,66,-0.22,1370,0.82,-0.43,0.18,-0.058,i,-2%,6.8,2.3,18
COC(=O)N/N=C/c1ccc([N+](=O)[O-])o1,-24%,i,-8,-0.5,1151,-17,-11,nt,nt,-0.089,-0.18,-0.18,1,i,-8%,3.4,2.1,6.5
